From PubChem BioAssay
15-hLO-2 inh – qHTS Assay for Inhibitors of 15-hLO-2 (15-human lipoxygenase 2). purified 15hLO-2, xylenol orange hydroperoxide absorbance. Potency, µM (doses to about 57.1 µM), for the others: top-dose activity change, negative = inhibition, actives largely listed as inhibitors. 0.56% of 110,000 active. AID 881, 2007; also: potency is read from the fitted curve at half-maximal effect; nearly all actives have a fitted effect of over 60% in size; many of its hits are not listed in these tables
Target sequence (O15296 whole entry, looked up): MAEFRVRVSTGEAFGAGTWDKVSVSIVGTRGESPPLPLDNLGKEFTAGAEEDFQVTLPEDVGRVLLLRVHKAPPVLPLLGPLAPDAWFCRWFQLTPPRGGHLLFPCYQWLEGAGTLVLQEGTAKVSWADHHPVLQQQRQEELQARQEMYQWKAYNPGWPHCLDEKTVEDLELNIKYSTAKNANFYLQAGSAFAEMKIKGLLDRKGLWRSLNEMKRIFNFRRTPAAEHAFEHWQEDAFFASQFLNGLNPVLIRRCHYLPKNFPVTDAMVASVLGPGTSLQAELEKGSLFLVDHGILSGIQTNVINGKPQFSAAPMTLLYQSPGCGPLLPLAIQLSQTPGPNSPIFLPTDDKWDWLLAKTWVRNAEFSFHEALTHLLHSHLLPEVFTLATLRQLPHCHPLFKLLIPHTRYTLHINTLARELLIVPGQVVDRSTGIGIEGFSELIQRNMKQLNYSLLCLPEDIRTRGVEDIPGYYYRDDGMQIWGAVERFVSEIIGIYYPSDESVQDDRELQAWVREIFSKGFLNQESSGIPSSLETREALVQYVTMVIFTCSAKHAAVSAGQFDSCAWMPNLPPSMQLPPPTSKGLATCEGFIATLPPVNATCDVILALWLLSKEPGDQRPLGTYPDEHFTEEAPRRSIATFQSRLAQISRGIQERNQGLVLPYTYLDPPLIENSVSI
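Enzyme 50 nM, AA 45 uM, 25 mM Hepes pH 7.5 + 0.01% Triton X-100; cpd preinc 15 min RT, rxn 90 min RT; stop/detect with 200 uM XO + 300 uM Fe(II) in 50 mM H2SO4, 30 min; A573/A405.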
PNC assembly inh – High Content Assay for Compounds that inhibit the Assembly of the Perinucleolar Compartment | PC3M PTB-GFP, PNC prevalence imaging, 16 h; stronger effect = lower value | activity change (PNC), negative = inhibition, % at 10 µM | 3.1% of 140,000 active;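 active = readout at or below -70, meaning at least 70% loss of cells showing the perinucleolar compartment, a nuclear body marking cancer cells; inconclusive = readout between -30 and a set limit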;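 also: plate controls were DMSO wells for no effect and camptothecin positive control wells for full effect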
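PC3M cells stably expressing PTB-GFP, 750–1000 cells/well, treated 16 h at 37 °C with compound (23 nl of library stock), in duplicate. After paraformaldehyde fixation and Hoechst stain, imaged at 20x; PNC prevalence scored by image analysis.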
ALOX12 inhib – qHTS Assay for Inhibitors of 12-hLO (12-human lipoxygenase); Polyunsaturated fatty acid lipoxygenase ALOX12 (Homo sapiens), P18054; purified 12-hLO, xylenol orange hydroperoxide absorbance; Potency, µM (highest dose often 57.1 µM), without a hit: at the top dose activity change, negative = inhibition, hits mostly inhibitors; 0.12% of 150,000 active; also: potency is read from the fitted curve at half-maximal effect; nearly all actives have a fitted effect of over 55% in size; many of its hits are not listed in these tables
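Purified human 12hLO (150 nM final) was preincubated with compounds for 15 min at room temperature in 25 mM Hepes pH 7.0, 0.01% Triton X-100, then reacted with 40 uM arachidonic acid for 30 min. Hydroperoxide was detected with ferrous iron/xylenol orange.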
IMPase cell inh – qHTS Assay for Identifying the Cell-Membrane Permeable IMPase Inhibitors; Inositol monophosphatase 1 (Rattus norvegicus), P97697; CHO-M1 cells, IP1 accumulation, HTRF TR-FRET ratio; inhibition (IP1 accumulation), % at 46.1 µM; 120,000 tested, under 10 active; AID 901, 2007; active = well fitted curve in the direction sought with a large enough effect in the signal ratio, not every such curve was filed as active; inconclusive = small, poorly fitted or top-dose-only effect, or a change in a side signal; inactive = no such curve, though single readings can be large or run the other way; the % refers to the signal ratio;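 also: cells stimulated with carbachol in lithium chloride buffer; plate controls were DMSO basal wells for no effect and reference inhibitor wells for full effect; higher means more IMPase inhibition seen as more IP1 and lower FRET ratio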
Target sequence (P97697 whole entry, looked up): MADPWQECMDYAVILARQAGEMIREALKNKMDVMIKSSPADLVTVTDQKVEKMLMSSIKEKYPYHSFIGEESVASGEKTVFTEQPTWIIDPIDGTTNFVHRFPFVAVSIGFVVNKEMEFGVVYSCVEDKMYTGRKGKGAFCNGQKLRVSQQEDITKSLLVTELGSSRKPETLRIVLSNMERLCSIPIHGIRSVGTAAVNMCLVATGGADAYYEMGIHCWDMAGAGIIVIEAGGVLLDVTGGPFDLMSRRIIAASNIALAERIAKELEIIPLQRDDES
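Measured: the HTRF emission ratio (665/620 nm) plus the 620 nm donor channel, each fitted to the Hill equation to give AC50. Cells were CHO-M1 given compounds up to 46 uM and a 30 min carbachol stimulation at 37C.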
Numbers without * were called inactive; u = inconclusive; x = no result given; & = joins results of further samples; [ ] = another dose, or the depositor's remark. Unless noted, calls follow the shape of the dose curve; as a rule, active = well fitted curve in the direction sought with a large enough effect; inconclusive = small, poorly fitted or top-dose-only effect, or another doubt; inactive = no such curve, though single readings can be large; an effect the other way counts as inactive or inconclusive. Unless noted, % is scaled to controls: 0 for no effect and ±100 for the full control effect.

compound	15-hLO-2 inh	PNC assembly inh	ALOX12 inhib	IMPase cell inh
Cn1c(C(=O)NC2CC2)cc2c(=O)n(C)c3ccccc3c21	3%	2	-8%	0
O=C(NC(Cc1c[nH]c2ccccc12)C(=O)Nc1ccc(F)cc1)c1cccs1 (centres undefined)	x	u	-1%	5
CCOC(=O)CCCNC(=O)CN1C(=O)NC(CCc2ccccc2)C1=O (centres undefined)	3%	26	0%	-2
CCOC(=O)N1CCN(CCC(=O)Nc2ccc(Br)cc2)CC1	6%	12	-5%	0
CCc1ccc(C(=O)COC(=O)C(Cc2ccccc2)NC(=O)C2CCC(C)CC2)cc1 (centres undefined)	4%	68	4%	-16
CCOc1cc(NC(=O)c2cccs2)c(OCC)cc1NC(=O)c1ccco1	-9%	-10	-10%	0
CSCCC(NC(=O)c1cc(C)oc1C)C(=O)O (centres undefined)	-5%	54	-1%	-2
Cc1ccc(/C=C/C(=O)Nc2nnc(C)s2)o1	x	1	-3%	x
O=C(c1cccc(N2C(=O)C3CC=CCC3C2=O)c1)N1CCCCCC1 (centres undefined)	-16%	17	-3%	-14
COc1ccc(OC)c(-c2nnc(NC(=O)C(C)Sc3nncn3C)s2)c1 (centres undefined)	-5%	u	-2%	-2
CCOC(=O)c1cc(C)sc1NC(=S)Nc1ccccc1	u	14	u	3
O=C(O)C1[C@H]2C(=O)N(Cc3cccs3)C[C@]23C=C[C@H]1O3 (some centres undefined)	-5%	u	2%	0
CS(=O)(=O)N(CC(=O)N1CCCC1)c1ccc2c(c1)OCCO2	4%	u	0%	0
Cc1ccc(NC(=O)c2sccc2C)cc1S(=O)(=O)N(C)C	x	13	-2%	x
Cc1oc(/N=C/c2c(O)ccc3ccccc23)c(C#N)c1C	u	30	-6%	7
COCC(=O)Nc1cc(C(=O)NCC(C)C)ccc1Cl	x	u	2%	x
Cc1cc(C)n2c(Nc3ccc4c(c3)OCCO4)c(-c3ccccc3)nc2n1	-7%	u	-11%	-1&7
CCn1c(=O)c(C(=O)NC(C)C)c(O)c2ccccc21	-13%	-10	-19%	-9
COc1ccc2cc(C(=O)c3ccccc3)c(=O)oc2c1	-7%	32	-9%	9
OC(CNCCc1ccc(Cl)cc1)COCc1ccco1 (centres undefined)	-6%	-14	-14%	-11

compound	15-hLO-2 inh	PNC assembly inh	ALOX12 inhib	IMPase cell inh
Cn1c(=O)[nH]c(=O)c2c1ncn2CCCc1ccccc1	-3%	21	-2%	-7
COc1ccc(-c2csc(/C=C/c3ccc4c(c3)OCO4)n2)cc1OC	x	43	-6%	0
COc1ccc(NC(=S)N2N=CCC2c2ccccc2)cc1 (centres undefined)	-7%	-17	-3%	-1
Cc1cc(C)nc(Sc2ncnc3sc4c(c23)CCC4)n1	x	-29	0%	-9
CC1=NN(c2nc(-c3ccc(Cl)cc3)cs2)C(=O)C1	8%	-17	u	-11
O=C(Nc1ccccc1Cl)N1CCN(c2ccc3nncn3n2)CC1	5%	22	0%	0
O=C(CN(Cc1ccco1)C(=O)c1ccc(Cl)cc1)Nc1ccc(Cl)c(Cl)c1	x	17	6%	x
O=C(O)/C(=C/c1ccco1)NC(=O)c1ccccc1	x	-29	-2%	4
CC(=O)NC1=C(OS(=O)(=O)c2ccc(C)cc2)CN(C)C1=O	-2%[11.4 µM]	x	2%[11.4 µM]	x
COC(=O)c1ccc(C(=O)OC)c(NC(=O)CN2CCN(c3ccccc3)CC2)c1	0%	-5	2%	-7
Cc1c(N(C)C(=O)C23CC4CC(CC(C4)C2)C3)c(=O)n(-c2ccccc2)n1C	-4%	46	5%	-8
Cc1cccc(C)c1OCC(=O)Nc1nnc(C2CCCO2)s1 (centres undefined)	x	-12	-1%	x
O=C(Nc1ccccn1)c1cccnc1	-2%	-14	-7%	-2
COC(=O)c1sccc1NC(=O)c1ccc(Br)s1	-4%	11	-2%	-7
Cc1cc(NC(=O)CCCOc2ccc(Cl)cc2Cl)no1	5%[2.29 µM]	16	3%	7
COc1ccc2c(c1OC)C(=O)OC2Nc1ccccn1 (centres undefined)	7%	-9	-1%	10
CCN(C(=O)Nc1ccccc1)c1ccccc1	x	31	-2%	x
CC(C)(C)c1ccc(C(=O)N2CCCN(C(=O)c3ccc(C(C)(C)C)cc3)CC2)cc1	x	191	3%	x
O=C1C2CCCN2C(=O)N1CCN1CCN(c2ccccc2)CC1 (centres undefined)	x	-22	2%	x
O=C(OC(C(=O)NC1CCCC1)c1ccccc1F)c1ccco1 (centres undefined)	-6%	-139*	3%	-4

compound	15-hLO-2 inh	PNC assembly inh	ALOX12 inhib	IMPase cell inh
CN(C)C(N)=NCCC[C@H](N)C(=O)O	-5%	x	-2%	4
Cc1cccc2sc(N(CCCN(C)C)C(=O)c3cc4ccccc4oc3=O)nc12	x	-11	2%	13
O=C(NCC1CCCO1)c1onc(CSc2cccc(Cl)c2)c1C(=O)O (centres undefined)	3%	-10	-2%	-11
Cc1ccccc1-c1nc(CN2CCC(C(=O)O)CC2)c(C)o1	6%	5	-7%	0
CC(C)C(c1nnnn1Cc1ccccc1)N1CCN(Cc2ccco2)CC1 (centres undefined)	-3%	u	2%	2
CC(C)=C1C2C=CC1C(C(=O)Nc1cccc(C)c1)C2C(=O)O (centres undefined)	-7%	-22	-3%	-1
Cc1cccc(C(=O)Nc2nc(C)c(C(=O)Nc3ccc4c(c3)CCC4)s2)c1	48%[activator]	-12	-18%	8
CCOc1ccccc1Nc1nc(-c2sc(NC(=O)c3ccco3)nc2C)cs1	-3%	-11	-20%	0
COc1cccc2cc(C(=O)CC3(O)C(=O)N(Cc4ccccc4)c4ccccc43)c(=O)oc12 (centres undefined)	-7%	9	-4%	-21
CCOC(=O)c1nn(-c2cccc(OC)c2)c(-c2ccccc2)c1C(=O)c1ccccc1	-6%	-8	0%	15
O=C(/C=C/Sc1ccccc1)c1ccccc1	5%	u	-2%	3
O=S(=O)(c1ccc2nc(COc3ccc(Cl)cc3Cl)[nH]c2c1)N1CCOCC1	27%	-22	-11%	20
Cc1nc2ccc(S(=O)(=O)NCC(=O)N3CCc4ccccc43)cc2s1	-11%	32	-2%	3
O=C(CNS(=O)(=O)c1ccccc1)N1CCN(c2ccccc2)CC1	-4%	30	-2%	-4
O=C(Nc1cccc(Cl)c1Cl)C1CC(=O)N(c2ccc(Br)cc2)C1 (centres undefined)	x	91	-1%	5
O=[N+]([O-])c1cccnc1N1CCC(c2cc(-c3ccc(Cl)cc3Cl)n[nH]2)CC1	22%	-15	-15%	8
O=c1c(-c2ccccc2)c(O)nc(SCCN2CCOCC2)n1-c1ccccc1	x	31	-1%	x
O=S(=O)(c1cccc(C(F)(F)F)c1)N1CCN(c2nnnn2-c2ccccc2)CC1	7%	-3	1%	5
N#Cc1c2n(c(=O)[nH]c1=O)CCCCC2	x	-15	-1%	-1
C=CCOc1ccc(C(=O)NC2CCCCC2)cc1	-6%	27	-5%	1

compound	15-hLO-2 inh	PNC assembly inh	ALOX12 inhib	IMPase cell inh
COc1ccc(-c2c(C)sc(NC(=O)c3ccnn3C)c2C#N)cc1	x	38	-3%	x
Cc1cc(C)n2nc(SC(C)C(=O)NCc3ccco3)nc2n1 (centres undefined)	2%	7	-5%	-15
COCCn1c(=S)[nH]c2ccc(N(C)C)cc2c1=O	-2%	25	-5%	3
COC(=O)c1sc(-c2ccccc2)cc1NC(=O)c1ccc(F)cc1	x	u	4%	u
CCOC(=O)c1c(C)c(C(=O)NC2CCCCC2)c(C)n1CC	1%	30	1%	-8
CC1=C(C(=O)OCc2ccccc2)C(c2ccc([N+](=O)[O-])cc2)NC(=O)N1CCCCCC(=O)O (centres undefined)	-10%	64	0%&2%	x
CCCCCn1c(SCc2ccncc2)nc2cc(C(=O)NCc3ccco3)ccc2c1=O	57%[activator]	63	5%	7
O=C(/C=C/c1ccc([N+](=O)[O-])cc1)c1cccnc1	x	u	-1%	0
CN(C/C(O)=C(\C#N)c1ccccc1)C1CCCCC1	-13%	25	-8%	-1
O=C1NC(=O)C2(COC(c3ccccc3Cl)OC2)S1 (centres undefined)	x	3	1%	x
COc1ccc2cc3cc(C(=O)NCc4ccco4)oc3nc2c1	-5%	-8	0%	0
C/C(N)=C(/C#N)C(=O)CSc1nc2ccccc2c(=O)n1-c1ccc(C)cc1	x	-26	3%	5
Cc1cc(=O)oc(C)c1C(=O)Nc1cnc2ccccc2c1	-7%	u	-5%	9
O=C(NCc1n[nH]c(=S)n1-c1ccccc1)c1ccco1	x	-23	0%	17
Cc1ncsc1C(=O)N1N=C2/C(=C/c3ccccc3)CCCC2C1c1ccccc1 (centres undefined)	17%	47	-21%	12
COc1ccc(C)cc1NC(=O)C(C)N(c1ccc(C)cc1)S(C)(=O)=O (centres undefined)	-12%	2	-7%	4
O=C(NNc1ccc(C2CCCCC2)cc1)C(O)(c1ccccc1)c1cccs1 (centres undefined)	u	29	-25%	6
CC(=O)Nc1cc(-c2ccccc2)ccc1O	u	u	-1%	0
O=C(CN1CCN(S(=O)(=O)/C=C/c2ccccc2)CC1)NC(=O)NCc1ccco1	9%	-2	-7%	6
C=CCn1c(SCC(=O)c2ccccc2)nnc1-c1ccc2c(c1)OCO2	-9%	-27	-11%	-1

compound	15-hLO-2 inh	PNC assembly inh	ALOX12 inhib	IMPase cell inh
O=C1CCCc2c1cc(C(=O)NC1CCSC1=O)c(=O)n2-c1ccccc1 (centres undefined)	0%	-16	-2%	3
CCn1c(COc2ccccc2C)nnc1SCC(=O)Nc1cc(C)on1	-4%	15	0%	1
COc1ccc(N(CC(=O)N2CCc3ccccc32)S(=O)(=O)c2c(C)noc2C)cc1	7%	-21	-3%	-4
Cn1nc(C(=O)N2CCCC2)c2ccccc2c1=O	-4%	-13	-3%	-3
CC(C)(C)C(=O)Nc1cccc(-c2nnc(-c3cccc(NC(=O)C(C)(C)C)c3)o2)c1	x	11	-3%	x
COc1cccc2cc(C(=O)NCC3CCCO3)c(=O)oc12 (centres undefined)	-1%	u	0%	-10
COc1ccc(-c2cc(C(F)(F)F)nc(NC3CCCC3)n2)cc1OC	u	-8	-5%	7
CCOC(=O)CC1C(=O)NCCN1C(=O)c1cccc(C(F)(F)F)c1 (centres undefined)	-6%	-8	0%	-5
Cc1cnc(NC(=O)c2ccc3c(c2)C(=O)N(Cc2ccco2)C3=O)s1	-7%	-16	-10%	4
CCOc1ccc2c(c1)C(C)=CC(C)(C)N2	13µM*	x	u	1[20.6 µM]
O=C(O)c1cccc(S(=O)(=O)N2CCCC2)c1	8%	16	-1%	-5
CC(=O)c1cc(NC(=O)c2ccc(Cl)cc2)c(=O)oc1/C=C/N(C)C	-15%	17	-6%	13
Cc1ccc(/C=N/NC(=O)CNC(=O)COc2ccccc2)o1	x	1	1%	13

The list is partial (hit frequency here may not be typical).
